From PubChem
Abeta rescue: compounds reversing amyloid beta toxicity in yeast; AID 1347071; yeast expressing A-beta42, growth rescue, OD600, 48 h; response scale: 0% DMSO, 100% iron-clioquinol control; 410,000 tested, 0.063% active; Potency, µM (top dose mostly 46.1 µM), for the others: at the top dose growth rescue, most hits filed as activators; also: potency is read from the fitted curve at half-maximal effect; nearly all actives have a fitted effect of over 55% in size
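Growth rescue measured by 600 nm absorbance after 48 h yeast culture at 30 C with compound. Values normalized between DMSO and an equimolar ferric chloride plus clioquinol control.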
EPAC2 antagonist: blocks human EPAC2 exchange factor; 360,000 tested, 0.18% active; EPAC2 GEF exchange of Rap1B-BODIPY-GDP, fluorescence; Potency, µM (highest dose often 114 µM), without a hit: at the highest dose activity, negative = inhibition, most hits filed as inhibitors; also: potency is read from the fitted curve at half-maximal effect; % is scaled to controls: 0 for no effect and ±100 for the full control effect; nearly all actives have a fitted effect of over 45% in size; many of its hits are not listed in these tables
D3 antag: blocks the human D3 dopamine receptor; 360,000 tested, 2.5% active; max response, negative = inhibition, %; AID 652054; P35462; D3R cells, DiscoveRx beta-arrestin luminescence, antagonist mode; active compounds read low; in the data active = max response below about -50%; inconclusive = no clear call, values can overlap the other calls; also: % is scaled to controls: 0 for no effect and ±100 for the full control effect; mostly tested at two doses, the higher about 12 µM
Target sequence (P35462 whole entry, looked up): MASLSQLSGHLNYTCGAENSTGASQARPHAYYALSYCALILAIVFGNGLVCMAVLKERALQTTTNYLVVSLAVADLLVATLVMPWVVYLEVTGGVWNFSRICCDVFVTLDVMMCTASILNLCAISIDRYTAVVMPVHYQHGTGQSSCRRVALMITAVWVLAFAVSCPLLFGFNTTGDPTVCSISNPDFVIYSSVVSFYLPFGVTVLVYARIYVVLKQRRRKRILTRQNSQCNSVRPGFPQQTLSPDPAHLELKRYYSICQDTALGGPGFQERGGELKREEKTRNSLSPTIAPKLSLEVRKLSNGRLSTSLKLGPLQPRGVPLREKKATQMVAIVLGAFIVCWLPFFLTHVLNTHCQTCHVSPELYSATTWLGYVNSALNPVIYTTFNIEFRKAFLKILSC
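Cells plated overnight at 1500 cells/well, then exposed to library compounds with dopamine controls for 90 minutes at 37 degrees C. DiscoveRx reagent added for 30–60 minutes at room temperature; luminescence read, quantitative HTS format.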
TDP43 rescue: rescues yeast growth from TDP-43 toxicity; TDP-43 expressing yeast growth rescue, BacTiter-Glo, 24 h; 410,000 tested, 1.8% active; Potency, µM (series often up to 46.1 µM), inactives show at the highest dose growth rescue (activation), hits mostly activators; AID 652104; also: potency is read from the fitted curve at half-maximal effect; % of control where 0% means no effect; nearly all actives have a fitted effect of over 50% in size
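Luminescence from BacTiter-Glo reports growth of TDP-43-expressing yeast after 24 hr at 30 deg C with compound. Cells were raffinose-pregrown to mid-log, then seeded in galactose medium at OD600=0.02.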
FUS suppressor: FUS proteinopathy suppression in yeast; S. cerevisiae FUS-expressing, growth rescue, OD600, 24 h; Potency, µM (top dose mostly 76.6 µM), without a hit: at the highest dose growth rescue (activation), hits mostly activators; 390,000 tested, 0.24% active;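 also: potency is read from the fitted curve at half-maximal effect; plate controls were DMSO vehicle for no effect and reference control for full effect; nearly all actives have a fitted effect of over 55% in size; some results filed as inactive show a strong effect at the top dose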
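Cultures pregrown in 2.5% raffinose medium are shifted to minimal medium containing 2% galactose to express toxic FUS. Compounds are tested at several concentrations. After 24hr at 30C, growth is quantified at 600 nm absorbance.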
aSyn yeast inh: rescues yeast growth from alpha-synuclein toxicity | Yeast expressing alpha-synuclein, growth rescue, BacTiter-Glo, 24 h | Potency, µM (highest dose often 46.1 µM), for inactives: top-dose growth rescue (activation), actives largely listed as activators | 370,000 tested, 0.14% active; also: potency is read from the fitted curve at half-maximal effect; % of control where 0% means no effect; nearly all actives have a fitted effect of over 65% in size
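Readout is rescue of growth in alpha-synuclein-expressing yeast, so inhibitors of toxicity appear as activators. Growth after 24 hr at 30 deg C in galactose medium is quantified by luminescence.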
D3 ag: agonists of human D3 dopamine receptor | D3R DiscoveRx beta-arrestin cells, luminescence, 90 min | 410,000 tested, 0.58% active | P35462 | max activation, % | AID 652048; in the data active = max activation above about 30%; also: 0% is about no effect; mostly tested at two doses, the higher about 12 µM
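Cells at 1500/well, incubated overnight, then treated with pinned compounds (dopamine as control) for 90 min at 37 degrees C. DiscoveRx reagent added for 30 - 60 minutes at room temperature; luminescence read.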
EPAC2 agonist: activates human EPAC2 exchange factor | Q8WZA2 | EPAC2 activation, biochemical qHTS; response scale: 100% = 6.5 mM cAMP response | Potency, µM (highest dose often 154 µM), without a hit: top-dose activation, usual class: activators | 360,000 tested, 0.079% active | AID 720711; also: potency is read from the fitted curve at half-maximal effect; nearly all actives have a fitted effect of over 50% in size
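Exchange assay: 100 nM EPAC2 with 250 nM Rap1B-BODIPY-GDP and 50 uM GDP. Fluorescence (ex 480/em 540 nm) read every 5 min for 30 min at room temperature. Data normalized to 6.5 mM cAMP as agonist control.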
Numbers without * were called inactive; ? = inconclusive; . = no result given; [ ] = dose if it differs, or a comment. Unless noted, calls follow the shape of the dose curve; as a rule, active = well fitted curve in the direction sought with a large enough effect; inconclusive = small, poorly fitted or top-dose-only effect, or another doubt; inactive = no such curve, though single readings can be large; an effect the other way counts as inactive or inconclusive. Not all compounds are listed; the hit share may differ from the screen's.

Values run as follows: Abeta rescue, EPAC2 antagonist, D3 antag, TDP43 rescue, FUS suppressor, aSyn yeast inh, D3 ag, EPAC2 agonist
C=CCOc1c(CCC)cc(CCC)cc1C(N)=O
    10%, ?, -5, 26%, 37%, 3%, 3, -3%
COc1ccccc1N1CCN(C(=O)c2cc3n(n2)C(C(F)(F)F)CC(c2ccco2)N3)CC1 (stereo not given)
    -19%, 1%[57.1 µM], 7, 2%, 44%, 7%, -5, -13%
Cc1cc([N+](=O)[O-])nn1CC(=O)Nc1ccc(F)cc1
    10%, -2%, 10, 6%, 8%, -2%, 2, 4%
Cc1cccc2sc(NNC(=O)c3cc(=O)c4ccccc4o3)nc12
    -13%, -22%, 3, 25%, 35%, -17%, 4, -6%
O=C(Nc1ccc2c(c1)OCCO2)c1cnc2n(c1=O)CCS2
    -1%, -4%, 15, 15%, -24%, -3%, -4, 5%
NC(=S)N(c1ccccc1)c1ccccc1
    27%, -5%, -5, 6%, -10%, 3%, -7, 3%
Cc1cccc(CN2CCN(c3nc4nonc4nc3NC3CC3)CC2)c1
    -10%, 16%, -1, 2%, -15%, 0%, 0, 3%
Cc1ccc(Cl)c(OCC(=O)OCC(=O)NC2CCCc3ccccc32)c1 (stereo not given)
    -3%, 1%, 14, 2%, -27%, -4%, 0, -6%
COC(=O)Nc1ccccc1C(=O)N1CCN(c2ccc(C)cc2)CC1
    18%, 1%, 9, 7%, 8%, 5%, 4, 6%
Cc1cccc(N2CCN(Cc3nc(-c4cccc(Cl)c4)oc3C)CC2)n1
    8%, -10%, ?, -10%, 15%, -2%, -12, 19%
COCCn1c(-c2cccc(Br)c2)nc2c(c(=O)c3ccccc3n2C)c1=O
    -9%, 3%, -2, 1%, 36%, -4%, 4, 4%
CN(C)S(=O)(=O)N1CCN(CC(=O)Nc2cc(Cl)ccc2Cl)CC1
    -14%, 9%, -16, 2%, 9%, 16%, 13, 6%
Cc1ccc(NC(=O)CNC(=O)Cc2cccc3ccccc23)c(O)c1
    -2%, 2%, -6, -19%, -9%, -1%, -4, -5%
O=C(O)C1CCCCC1C(=O)Nc1ccc2c(c1)OCO2 (stereo not given)
    -9%, 1%, -19, -6%, -16%, 0%, 8, 8%
Cc1oc2ccc(OS(C)(=O)=O)cc2c1C(=O)OC(C)C
    -17%, ?, 7, -14%, -1%, -9%, 6, 9%

Reformatted: 2 of the compounds above.
Structure | Abeta rescue | EPAC2 antagonist | D3 antag | TDP43 rescue | FUS suppressor | aSyn yeast inh | D3 ag | EPAC2 agonist
NC(=S)N(c1ccccc1)c1ccccc1 | 27% | -5% | -5 | 6% | -10% | 3% | -7 | 3%
Cc1cccc(CN2CCN(c3nc4nonc4nc3NC3CC3)CC2)c1 | -10% | 16% | -1 | 2% | -15% | 0% | 0 | 3%

Next records follow.
Values run as follows: Abeta rescue, EPAC2 antagonist, D3 antag, TDP43 rescue, FUS suppressor, aSyn yeast inh, D3 ag, EPAC2 agonist
CN(Cc1ccccc1)S(=O)(=O)c1ccc2c(c1)OCCO2
    -1%, 5%, 20, 15%, 9%, 12%, -6, 15%
S=C(Nc1cccc(Cl)c1)NC1CC2CCCC(C1)N2C1CCCC1 (stereo not given)
    1%, 7%, -29, 2%, 1%, -9%, 2, 10%
O=C1c2cccc3cccc(c23)C(=O)N1CC1CCN(S(=O)(=O)c2ccccc2)CC1
    -9%, 5%, 14, 16%, -5%, 0%, 12, 7%
O=C(c1ccc2nc(N3CCOCC3)sc2c1)N1CCC(Cc2ccccc2)CC1
    12%, ?, 16, 25µM*, ?, 5%, 1, 6%
O=C(NCc1ccc2c(c1)OCO2)C1(S(=O)(=O)c2ccccc2)CC1
    10%, 16%, 0, -11%, 20%, -6%, 1, 8%
COc1cccc(C(=O)NC(=S)Nc2ccccc2N2CCOCC2)c1
    3%, -1%, 10, 13µM*, ., 16%, 8, 6%
O=Cc1ccc(Cl)c(Cl)c1
    -21%, -6%, 27, 19%, -49%, 2%, 13, 15%
COc1ccc(OC)c(NC(=O)CSCc2cnn(-c3ccccc3)c2-n2cccc2)c1
    4%, -12%, 0, ?, 17%, ?, 6, -48%[inhibitor][15.6 µM]
COc1ccc(C(=O)N[C@H](C(=O)Nc2ccc(OC)nc2)C(C)C)cc1
    1%, -4%, -3, 0%, 9%, 2%, -8, -2%
O=[N+]([O-])c1ccccc1Oc1ccc(Cl)c2cccnc12
    20%, -2%, 13, 20µM*, 6%, ?, 8, 8%
CN(Cc1ccccc1)S(=O)(=O)c1ccc2[nH]c(=O)oc2c1
    6%, -10%, -2, 0%, -23%, 8%, -2, 3%
O=C(O)CCCCCCC1C(=O)NC(=O)N1CCC(O)C1CCCCC1 (stereo not given)
    -15%, 1%, 81, 20%, 15%, 7%, 19, 2%
COc1ccc(C(=O)Nc2ccnn2C2CCN(Cc3cn(C)nc3C)CC2)cc1
    -11%, 6%, -8, -9%, 5%, 2%, -13, 8%
C[C@@H](C(=O)NCc1ccccc1)N1C(=O)C2CC=CCC2C1=O (stereo not given in full)
    4%, 6%, 7, 18%, ., 0%, 3, 7%
CC(CCc1ccccc1)NC(=O)c1ccc(NC(=O)c2ccccc2)cc1 (stereo not given)
    -8%, 4%, -25, -17%[9.22 µM], 33%, -2%, -8, 4%
CCN(CC)C(=O)C12CC3CC(CC(Cl)(C3)C1)C2
    -4%, 14%, 11, -4%, -22%, -2%, 3, 11%
N#C/C(=C\c1cccc(O)c1)C(=O)N1CCCCC1
    3%, 8%, 5, 18%, -4%, 1%, 10, 1%
Cc1ccccc1NS(=O)(=O)c1cc(C(=O)Nc2ccccc2-c2ccccc2)ccc1Cl
    3%, -9%, -23, -19%, ?, 11%, -15, 23%
Cn1c(-c2ccccc2)cnc1NCc1cc(Cl)ccc1O
    12%, -4%, -15, 3%, 15%, -1%, -12, 22%
O=C(c1ccc2nc(-c3ccco3)c(-c3ccco3)nc2c1)N1CCN(c2ccccc2)CC1
    6%, -5%, 7, ?, ?, 15%, 27, 7%
O=S(=O)(Nc1cc(F)ccc1F)c1ccc2[nH]c3c(c2c1)CCCC3
    8%, ., ., -81%[inhibitor], ?, ., -3, .
CC(=O)N1CCc2cc(S(=O)(=O)C(C)CC(=O)NCc3ccc(C)o3)ccc21 (stereo not given)
    -10%, 7%, -12, 5%, 8%, 2%, -9, 8%
COc1ccc(/C=N/NC(=O)c2cc3c(ccc4ccccc43)o2)c(OC)c1
    -31%, 8%, 33, 5%, ?, 1%, 2, 11%
CCC(=O)N1COC[C@@H]1Cc1ccccc1
    -2%, 6%, -8, -12%, -2%, 1%, -3, -3%
Cc1ccc2nc(Cl)c3cc(C(=O)N(CCN(C)C)Cc4ccco4)sc3c2c1
    -5%, -3%, ?, -17%, ., 6%, -17, 0%
Clc1cccc(-c2nc3ccc(Cl)cn3c2Cc2ccsc2)c1
    -66%[inhibitor], ?, -18, ?, 11%, 0%, 1, -12%
CCOCC(=O)Nc1ccc(F)c(F)c1
    -11%, -1%, -27, -7%, ., 0%, -2, 13%
O=C(O)c1cnccn1
    -21%, -1%, ?, 30%, -41%, 0%, -37, 8%
COc1cccc(OC)c1C(=O)NC(=S)Nc1ccc2oc(=O)ccc2c1
    -3%, 4%, 1, -3%, -11%, -7%, -5, -3%
CCOc1ccc(OCC)c(NC(=O)CN(C)S(=O)(=O)c2cccc3nsnc23)c1
    -10%, 2%, -7, ?, ?, ?, 17, 2%
OCc1cccc(-c2cnc3c(Nc4cccc(OC(F)(F)C(F)F)c4)nccn23)c1
    -30%, ?, 113, 20µM*, ?, -7%, 8, 13%
CCOC(=O)c1ccc(Oc2cc(C)nc(SC)n2)cc1
    -12%, -1%, 16, 12%, 22%, -6%, -3, 17%
COc1ccccc1CC(=O)OC(C)C(=O)Nc1ccc(S(=O)(=O)N2CCCCC2)cc1 (stereo not given)
    9%, -5%, 30, 16%, ., 8%, 1, 5%
CC(C)(C)N1CC2(c3ccccc3)CN(C(C)(C)C)CC(c3ccccc3)(C1)C2=O
    -12%, 6%, 19, 1%, 28%, -2%, -3, 0%
COc1cccc(C(=O)c2cn(CC(=O)NCCc3ccccc3)c3nc(C)ccc3c2=O)c1
    -9%, ., ., 11%, 2%, ., 18, .
CCc1cccc(OCCCn2ccnc2)c1
    15%, 2%, -10, -11%, 1%, -8%, 17, 4%
Cc1noc(C)c1CSc1ccc(Br)cc1
    -15%, -2%, -1, -13%, -19%, -10%, 3, 13%
Cc1ccc(N2CC(C(=O)Nc3nnc(C)s3)CC2=O)cc1 (stereo not given)
    9%, 4%, -12, -15%, 1%, 0%, 3, 6%
FC(F)(F)c1cccc(N2CCN(c3nc4ccccc4n4cnnc34)CC2)c1
    -11%, ., ., 22µM*, 14%, ., 4, .
COc1ccc(/C=N/N2CCN(C)CC2)cc1OC
    3%[9.22 µM], 7%, 22, 15%, -52%, 1%, 3, 4%
CCc1cc2c(cc3c(=O)n(CC(=O)NCCCN(CC)CC)nc(CC)n32)s1
    5%, 6%, 15, 18%, 18%, -4%, -2, 4%
O=C(COC(=O)c1ccc2[nH]c3c(c2c1)CCCC3)NC1CCS(=O)(=O)C1 (stereo not given)
    -11%, -19%, -28, -9%, 17%, 0%, -9, 5%
CCCNC(=O)c1ccc2snnc2c1
    1%, 7%, 0, 2%, -29%, -11%, 10, 5%
CN1CCN(C(=S)Nc2cc(S(=O)(=O)N3CCOCC3)ccc2Cl)CC1
    24%, 4%, -2, 12%, 15%, ?, -3, 10%
Cn1c(SCc2ccon2)nc2ccccc2c1=O
    -3%, 8%, 10, 5%, -12%, 6%, 18, 3%
CCn1cc(CN(C)S(=O)(=O)c2cccc([N+](=O)[O-])c2)cn1
    -2%, 12%, 2, -1%[9.22 µM], -13%, 1%, 3, 5%
CCOc1ccc(OCCOCCn2ccnc2)cc1
    -10%, -7%, -22, 6%, -13%, -6%, -4, 3%
